KDM5B inh – Primary screen for KDM5B Histone Demethylases FDH-coupled qHTS; Potency, µM (series often up to 57.7 µM), inactives show at the top dose activity change, negative = inhibition, hits mostly inhibitors; KDM5B demethylase, FDH-coupled NADH fluorescence (FDH is formaldehyde dehydrogenase); AID 1347165, 2019; actives 2.6% (n = 220,000); Lysine-specific demethylase 5B (Homo sapiens), Q9UGL1; active = well fitted inhibition curve with a large enough effect; inconclusive = small, poorly fitted or top-dose-only effect; inactive = no such curve, though single readings can be large or run the other way; note: 0% is about no effect; nearly all actives have a fitted effect of over 70% in size
Target sequence (Q9UGL1 whole entry, looked up): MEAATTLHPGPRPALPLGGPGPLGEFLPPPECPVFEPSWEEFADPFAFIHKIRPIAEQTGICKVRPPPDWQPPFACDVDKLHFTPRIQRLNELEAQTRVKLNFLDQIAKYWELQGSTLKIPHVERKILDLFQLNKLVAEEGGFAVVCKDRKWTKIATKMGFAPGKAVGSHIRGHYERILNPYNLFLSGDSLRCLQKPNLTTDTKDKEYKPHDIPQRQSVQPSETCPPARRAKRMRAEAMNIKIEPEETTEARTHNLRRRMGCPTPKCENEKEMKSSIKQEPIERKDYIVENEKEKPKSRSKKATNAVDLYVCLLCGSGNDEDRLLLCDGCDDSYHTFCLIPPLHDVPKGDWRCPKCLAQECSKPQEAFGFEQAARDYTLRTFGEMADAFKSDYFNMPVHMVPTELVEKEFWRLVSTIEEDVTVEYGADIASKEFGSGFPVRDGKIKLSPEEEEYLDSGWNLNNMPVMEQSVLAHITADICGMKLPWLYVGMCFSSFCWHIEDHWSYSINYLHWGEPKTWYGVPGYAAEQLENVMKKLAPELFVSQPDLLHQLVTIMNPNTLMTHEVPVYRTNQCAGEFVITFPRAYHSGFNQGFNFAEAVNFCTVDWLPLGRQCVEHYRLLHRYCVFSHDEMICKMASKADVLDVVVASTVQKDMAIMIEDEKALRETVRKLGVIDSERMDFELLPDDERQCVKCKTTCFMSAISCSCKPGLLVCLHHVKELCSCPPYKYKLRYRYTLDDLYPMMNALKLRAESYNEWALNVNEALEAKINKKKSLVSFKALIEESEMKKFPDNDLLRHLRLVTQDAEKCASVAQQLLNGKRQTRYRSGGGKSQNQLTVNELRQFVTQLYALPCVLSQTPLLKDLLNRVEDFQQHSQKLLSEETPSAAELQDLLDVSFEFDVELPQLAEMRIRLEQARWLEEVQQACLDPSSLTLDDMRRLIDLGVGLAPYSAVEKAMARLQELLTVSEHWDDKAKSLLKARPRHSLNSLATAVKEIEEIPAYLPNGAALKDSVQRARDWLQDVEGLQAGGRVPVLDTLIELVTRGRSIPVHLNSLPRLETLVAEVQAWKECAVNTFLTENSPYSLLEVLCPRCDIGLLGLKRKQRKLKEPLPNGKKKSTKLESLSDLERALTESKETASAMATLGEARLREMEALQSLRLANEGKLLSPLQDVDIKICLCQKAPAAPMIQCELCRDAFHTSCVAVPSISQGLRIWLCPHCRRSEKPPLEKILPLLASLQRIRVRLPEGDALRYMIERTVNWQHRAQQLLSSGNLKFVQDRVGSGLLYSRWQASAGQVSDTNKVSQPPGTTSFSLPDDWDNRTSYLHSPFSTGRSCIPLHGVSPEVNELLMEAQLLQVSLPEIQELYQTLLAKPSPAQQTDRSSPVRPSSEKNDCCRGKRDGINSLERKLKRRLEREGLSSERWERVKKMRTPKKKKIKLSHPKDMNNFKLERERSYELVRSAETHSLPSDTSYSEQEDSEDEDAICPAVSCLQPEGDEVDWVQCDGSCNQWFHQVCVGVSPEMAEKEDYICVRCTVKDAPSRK
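Inhibition is measured as reduced NADH fluorescence generation from FDH coupling to formaldehyde release. Truncated KDM5BΔAP at 200 nM final acts on H3K4me3 peptide (12.5 µM in substrate mix) in pH 7.5 HEPES buffer with Tween-20, 30 min, room temperature.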
* = called active by the depositor; ? = inconclusive; [ ] = another dose, or the depositor's remark. Potency is the fitted concentration of half-maximal effect.

SMILES | KDM5B inh
Cc1cccc(-n2nc(C)c(CCC(=O)N3CCOCC3)c2Oc2ccccc2C)c1 | -13%
Fc1cccc(CN2CCNc3cc(Nc4ccccc4)ncc3C2)c1 | -23%[86.2 µM]
COc1ccc(Nc2ncc(-c3cccnc3)c3c2OCC3)cc1 | ?
Cc1ccc2nc3n(c2c1)[C@@H](CNS(=O)(=O)Cc1ccccc1)COC3 | ?
Cc1noc(C2CCCCCN2C(=O)C2CCCC2)n1 (stereo unspecified) | -28%
CNC(=O)[C@@H]1CN(C(=O)c2cc(C3CC3)[nH]n2)C[C@H]1c1n[nH]c(C)n1 | -15%
Cc1ccc(-n2c(C3CCN(C(=O)c4ccc5ccccc5n4)CC3)n[nH]c2=O)cc1 | 20%
C=CCC1(CO)CCCN(CCOc2ccc(C)cc2Cl)C1 (stereo unspecified) | -15%
O=C(NCc1ccccn1)[C@H]1CN(Cc2ccccc2)C[C@H]1C(=O)O | -4%
COc1ccc(CC(=O)N2CCC3(CC2)CC(O)CCO3)cc1OC (stereo unspecified) | 11%
Cc1nn(CCC(=O)N[C@H]2CC[C@H]2NC2CCCCC2)c(C)c1C | 31%[activator]
COc1ccc(CNC(=O)c2cc(-c3ccc(Br)s3)nc3ccccc23)c(OC)c1 | ?
COc1cccc(C2=NOC(C(=O)Nc3cc(C)nn3-c3ccccc3)C2)c1OC (stereo unspecified) | -20%
O=C(COC(=O)/C=C/c1ccc([N+](=O)[O-])cc1)NC1CCCCC1 | 3%
COc1ccc(C2C3=C(CC(C)(C)CC3=O)Oc3ncn4nc(-c5ccccc5)nc4c32)cc1 (stereo unspecified) | 17%
Cc1c(Cl)cccc1NC(=O)CSc1ncnc2c1sc1ccccc12 | -10%
COc1ccc(-c2nc3sc(CCNC(=O)c4ccc(Br)o4)c(C)n3n2)cc1 | -40%
CCCCN1CCN(C(=O)CCc2cc3ccc(C)cc3[nH]c2=O)CC1 | -25%
Cc1noc(-c2cccn3c(CNC(=O)Cc4c[nH]c5ccccc45)nnc23)n1 | -20%
COc1cccc(CNC(=O)c2ccc(CNC(=O)OC(C)(C)C)cc2)c1 | 3%

Arranged by the number under KDM5B inh (low to high): 6 from the list above.
Molecule,KDM5B inh
COc1ccc(-c2nc3sc(CCNC(=O)c4ccc(Br)o4)c(C)n3n2)cc1,-40%
CCCCN1CCN(C(=O)CCc2cc3ccc(C)cc3[nH]c2=O)CC1,-25%
Cc1noc(-c2cccn3c(CNC(=O)Cc4c[nH]c5ccccc45)nnc23)n1,-20%
Cc1c(Cl)cccc1NC(=O)CSc1ncnc2c1sc1ccccc12,-10%
O=C(COC(=O)/C=C/c1ccc([N+](=O)[O-])cc1)NC1CCCCC1,3%
COc1ccc(C2C3=C(CC(C)(C)CC3=O)Oc3ncn4nc(-c5ccccc5)nc4c32)cc1 (stereo unspecified),17%

Continued.
SMILES | KDM5B inh
CC(C)NC(=O)NC1CC2(CCN(C(=O)C3CCN(C)CC3)CC2)c2ccccc21 (stereo unspecified) | 9%[115 µM]
Cc1cc(-n2c(=O)c3sccc3n(CC(=O)NC3CCc4ccccc43)c2=O)ccc1F (stereo unspecified) | 0%
Cc1nc2ccccc2n1CCc1nc2c3ccccc3nc(SCc3ccc(F)cc3)n2n1 | ?
O=C(NCCNCc1c[nH]c2ccccc12)c1cccs1 | -18%
CCCCC(=O)Nc1cc2nn(-c3ccc(OCC)cc3)nc2cc1C | ?
CCC1CSC(Nc2ccc(C)cc2C)=N1 (stereo unspecified) | -11%
Cc1cc(C)c2c(C)c(C(=O)Nc3cccc4cccnc34)oc2c1 | 45%[activator]
O=C(CCc1nc2ccccc2s1)N1CCC(Cc2noc(-c3ccc(F)cc3)n2)C1 (stereo unspecified) | -23%
COc1ccc(C(=O)N2CCCC(c3nc(-c4cccnc4)no3)CCNC(=O)CC2)cc1F (stereo unspecified) | -21%
O=C(NC1CC1)c1cccn2cncc12 | ?
COc1ccc(C)cc1NC(=O)c1ccc2nc(Cc3ccccc3)oc2c1 | ?
Cc1cccc(OCc2nnc(SCc3ccc(Cl)c(Cl)c3)n2C)c1C | 11%
NC1(C(=O)NCc2nc(-c3cccc(F)c3)c(-c3ccccn3)[nH]2)CCC1 | ?
COc1ccc(OC)c([S+](=O)([O-])c2nnn3c2nc(N2CCCCC2)c2ccccc23)c1 | ?
O=C(CSc1ccc2ccccc2c1)OCC(=O)c1ccc2c(c1)OCCO2 | -13%
Cc1ccc(OCc2ccc(-c3nc(C#N)c(NC4CC4)o3)o2)cc1C | ?
O=C(Cn1cccc1-c1nc(-c2ccc3c(c2)OCO3)no1)Nc1ccc2c(c1)OCCO2 | ?
CN(CC(=O)Nc1cccc(F)c1)C(=O)CCc1ncc(-c2ccc(Cl)cc2Cl)o1 | -1%
CC(C)(N)C(=O)N1CCCC(N2CCN(c3cccc(C(F)(F)F)c3)CC2)C1 (stereo unspecified) | ?
COc1cc(-c2cc(C(=O)Nc3ccc(N4CCOCC4)cc3)c3ccccc3n2)cc(OC)c1OC | 4%
COCC1CN(C)CC12CCN(C(=O)CCCc1ccccc1)CC2 (stereo unspecified) | -29%
CC(=O)c1ccc(N2CCN(C(=O)CCc3ncc(-c4ccccc4)o3)CC2)c(F)c1 | 3%
O=C(CCNS(=O)(=O)c1ccc(Cl)cc1)N1CCCCCC1 | 29%
CCNC(=O)[C@@H]1C[C@H](NC(=O)c2ccc(=O)n(C)c2)CN1Cc1ccoc1 | 1%
CCOc1ccc(CCNC(=O)C2CC(=O)N(CCc3ccc(OC)c(OC)c3)C2)cc1OCC (stereo unspecified) | -5%
CN(C(=O)C1(N)CC1)C1CCCN(CCc2ccccc2)C1 (stereo unspecified) | 23%
CCOc1cccc(-c2cc(C(=O)O)c3cccc(C)c3n2)c1 | ?
CCOc1ccccc1NC(=O)CSc1nnc(Cc2cccn2C)n1-c1ccc(F)cc1 | 3%
Cc1ccc2[nH]c(C)c(CCNC(=S)NC(C)(C)C)c2c1 | 16%
CCOc1ccc(/C=C/c2nc(C#N)c(N3CCCCC3)o2)cc1 | 14%
O=C(c1cn[nH]c1-c1ccc(Cl)cc1)N1CCC2(CC1)OCCO2 | 3%
Cc1cc(C(=O)N2CCCN(Cc3ccncc3)C(c3ccccc3)CC(=O)NCC2)n(C)n1 (stereo unspecified) | ?
CCCCc1ccc(Nc2ncnc3c2cnn3-c2ccccc2)cc1 | 2%
CCN(CC)S(=O)(=O)c1ccc2c(c1)N(CC(=O)Nc1ccc(C)cc1C)C(=O)C1CCCN21 (stereo unspecified) | 5%
O=C(c1cc(Cl)ccc1F)N1CCCC2(C1)NC(=O)N(Cc1ccccc1)C2=O (stereo unspecified) | -21%
COc1ccc(CCNC(=O)CC2Sc3ccccc3NC2=O)cc1 (stereo unspecified) | 22%
Cc1c(-c2ccccc2)oc2c(C(=O)N3CCN(CCC(C)C)CC3)cccc2c1=O | 12%
CCOC(=O)c1c(NC(C)=O)sc2c(OCC(=O)Nc3ccccc3C)c(C)ccc12 | ?
O=C(CC1CCCC1)NC1CCN(c2cnn(CC3CC3)c(=O)c2)CC1 | -15%
CC(C)CNC(=O)CC(c1ccc(F)cc1F)c1c[nH]c2ccccc12 (stereo unspecified) | -28%
Cn1nnnc1-c1cccc(NCC(=O)NC2(C#N)CCCCC2)c1 | 2%
CCOc1ccc(-c2cc3nc(C4CCN(C(=O)OC(C)(C)C)CC4)c(C(=O)Nc4ccc(C(=O)OC)cc4)cn3n2)cc1 | ?
COc1ccccc1C(=O)NCCC1CCN(C(=O)Nc2cc(F)ccc2F)CC1 | -15%
C[C@H](NS(=O)(=O)/C=C/c1ccccc1)C(=O)OCC(=O)c1c[nH]c2ccccc12 | -6%
COC(=O)c1sccc1NC(=O)CC1C(=O)NCCN1C(=O)c1c(F)cccc1Cl (stereo unspecified) | 15%
Cc1ccc(Cc2ccccc2C(=O)N2C[C@@H](C)[C@@](C)(O)C2)cc1 | -10%
Cc1ccc(C(=O)N(C)Cc2ccc(-c3ccccc3)cc2)cc1 | 1%[86.2 µM]
COc1ccc(C(=O)N[C@H](C)c2c(-c3ccc(F)cc3)noc2C(=O)O)cc1 | -27%[86.2 µM]
COc1ccc(/C(C)=N/N=C(N)N)c(O)c1 | -29%
COC(=O)C1C(=O)CC(C)(O)C(C(=O)OC)C1c1ccc(Br)cc1 (stereo unspecified) | -4%

(listing goes on)
SMILES | KDM5B inh
COc1ccc(CCNC(=O)CSc2cc(=O)n(C)c3ccccc23)cc1OC | -10%
Cc1ccc2occ(/C=N/NC(=O)[C@@H](N)Cc3ccccc3)c(=O)c2c1 | -8%
CCc1ccc(-n2nc3cc(C)c(NC(=O)c4cc(Cl)ccc4OC)cc3n2)cc1 | ?
Cc1ccccc1NC(=S)N1CCCCCC1 | 9%
CCCSc1ncc(Cl)c(C(=O)N(Cc2cccc(Cl)c2)C2CCS(=O)(=O)C2)n1 (stereo unspecified) | -30%
CCC(=O)N1CCc2cc(S(=O)(=O)NC(CC(C)C)C(=O)Nc3cc(C)ccc3OC)ccc21 (stereo unspecified) | -5%
COc1ccc(NC(=O)C(c2ccc(OC)cc2)N(Cc2ccco2)C(=O)Cc2cccs2)cc1 (stereo unspecified) | -2%
N#Cc1ccc(S(=O)(=O)N2CCN(c3nc(-c4cccnc4)nc4ccccc34)CC2)cc1 | -25%
COCCNC(=O)C(NC(=O)c1cccc(OC)c1)C1CCN(C(=O)c2ccc(C)cc2)CC1 (stereo unspecified) | ?
COCCNC(=O)Cc1cccn1-c1ccc(F)cc1 | -22%

Sorted by formula weight (highest first): seven of the compounds above.
SMILES | KDM5B inh
COc1ccc(NC(=O)C(c2ccc(OC)cc2)N(Cc2ccco2)C(=O)Cc2cccs2)cc1 (stereo unspecified) | -2%
CCC(=O)N1CCc2cc(S(=O)(=O)NC(CC(C)C)C(=O)Nc3cc(C)ccc3OC)ccc21 (stereo unspecified) | -5%
CCCSc1ncc(Cl)c(C(=O)N(Cc2cccc(Cl)c2)C2CCS(=O)(=O)C2)n1 (stereo unspecified) | -30%
N#Cc1ccc(S(=O)(=O)N2CCN(c3nc(-c4cccnc4)nc4ccccc34)CC2)cc1 | -25%
COc1ccc(CCNC(=O)CSc2cc(=O)n(C)c3ccccc23)cc1OC | -10%
COCCNC(=O)Cc1cccn1-c1ccc(F)cc1 | -22%
Cc1ccccc1NC(=S)N1CCCCCC1 | 9%

The list goes on.
SMILES | KDM5B inh
CCN1CCN(c2ncc3c(n2)CCN(Cc2cccc(F)c2F)C3)CC1 | ?
CC(C)(O)CCc1cccc(C(=O)NCCCc2nc3ccccc3o2)c1 | -12%
CN(C)CCN(C)c1ccc(-c2nc(-c3ccccc3F)no2)cn1 | 28µM*
O=C(CSc1ncc2c(n1)-c1ccccc1N(Cc1ccccc1)S2(=O)=O)Nc1ccccc1 | -1%
O=C1Nc2ccc(-c3ccccc3)cc2C(=O)N2CCN(C(=O)c3cccc(F)c3)C[C@H]12 | 28µM*
CC(C)NC(=O)C1CCC(=O)N1C1CCN(C(=O)c2ccc(C(C)C)cc2)CC1 (stereo unspecified) | 23%
Cc1cc(F)ccc1NC(=O)C1CCN(c2nc3ccccc3o2)CC1 | 11%
Cc1nc(-c2ccccc2)n(CC(=O)NCc2ccc(F)cc2)c(=O)c1CCO | -1%
O=C(Nc1ccccc1)c1ccc2nsnc2c1 | -22%
NC(CO)c1cccc2ccccc12 (stereo unspecified) | -10%
O=C(c1ccc(OCc2cscn2)cc1)N1CCN(C2CCS(=O)(=O)C2)CC1 (stereo unspecified) | 24%
O=C(C1CCC1)N1CCn2c(nnc2[C@@H]2C[C@@H](O)CN2Cc2ccccc2)C1 | -24%
CCOc1cccc(C2c3[nH]c4ccccc4c3CCN2C(=O)CCc2ccccc2)c1 (stereo unspecified) | ?
Cc1ccccc1NC(=O)COC(=O)C1C2CC3OC(=O)C1C3C2 (stereo unspecified) | 1%
Cn1cnc(S(=O)(=O)NCCc2noc(-c3ccccc3)n2)c1 | -4%
COc1ccc(C(=O)Oc2ccc(Br)cc2)cc1OC | 14%
CCCNC(=S)NNC(=O)CCC | 43%[activator]
CC(=O)c1cccc(NC(=O)c2ccc3nc(Cc4ccccc4)oc3c2)c1 | -20%
N#CCC(=O)Nc1ccc(Oc2ccccc2)cc1 | 5%
CCOc1ccccc1NC(=O)C1=C(C)Nc2ncnn2C1c1ccc(C)o1 (stereo unspecified) | -17%
Cc1ccc(NC(=O)N2CCCC(c3nnc(CN(C)C)n3C)C2)cc1C (stereo unspecified) | 12%
N#Cc1ccccc1NC(=O)c1cc2n(n1)CC(c1ccc(Br)cc1)OC2 (stereo unspecified) | ?
COCc1noc([C@@H]2CC(F)(F)CN2)n1 | -22%
CCC(Sc1nc2ccccc2c2nc(CCc3c(C)n[nH]c3C)nn12)C(=O)Nc1ccc(F)cc1 (stereo unspecified) | -15%
CN(Cc1ccc(Cl)s1)C(=O)CSc1nnc(COc2ccccc2Cl)n1C | 26%
COc1cccc(CC(=O)N2CC(F)(F)C[C@H]2c2nc(C)no2)c1 | -6%
CC1=C[C@@H](CN(C)CCC#N)[C@H](C(C)C)C[C@H]1Cc1nnc(-c2ccc(C)cc2)o1 | -23%[86.2 µM]
CCCn1c(SCc2cc(=O)oc3c(C)c(C)ccc23)n[nH]c1=O | ?
COc1ccc2c(CN(C)CCOc3ccccc3Cl)cc(=O)oc2c1 | ?
CC(=O)c1ccc(NC(=O)O[C@@H]2CO[C@H]3[C@@H]2OC[C@@H]3NC(=O)Nc2ccccc2)cc1 | 24%[86.2 µM]

The list is partial (hit frequency here may not be typical).
